p-CIP stab down – compounds decreasing mouse p/CIP protein stability; 0.01% of 290,000 active; Q05BA5; F442A p/CIP-EGFP cells, EGFP fluorescence, 16 h; AID 1984; decrease of EGFP signal, % at 10 µM;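 active means EGFP signal decrease of at least 30% at 10 µM or well 3 SD below plate mean, unless failing retest; inactive means the rest, including hits failing retest or dose response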; further: some compounds called inactive have numbers as strong as hits; many of its hits are not listed in these tables
HCV NS3 hel inh – HCV NS3 helicase inhibition; NS3 helicase DNA unwinding, Cy5 molecular beacon fluorescence; inhibition, % at 10.9 µM; 0.56% of 290,000 active;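 active means inhibition above the mean of all tested compounds plus 3 SD, set per campaign, cut at about 35% in these data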;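 further: 0% = DMSO wells and 100% = thioflavine S control wells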
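assay system = NS3 helicase fragment of HCV | buffer or medium = MOPS pH 6.5, MgCl2, DTT, Tween20, BSA | timing = 60 min unwinding reaction at 25 °C after ATP addition | signal = Cy5 beacon fluorescence read at start and 1 h | read-out basis = % inhibition of unwinding | control set = low DMSO, high thioflavine S at 110 µM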
MEKK3 PB1 HTS – MEKK3-MEK5 PB1 interaction, increase or decrease. Q99759. bead-based flow cytometry, Alexa488-MEK5 binding to MEKK3; actives lie on both sides; 0 = blocked by unlabeled MEK5, 100 = vehicle. 1.4% of 290,000 active. AID 1529. binding response (% of control), % at 10 µM;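 active means binding response more than 3 SD above or below the average of its plate-row segment, actives on both sides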;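 further: Alexa488 bead fluorescence after subtracting the streptavidin-only scavenger bead signal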
Target sequence (Q99759 whole entry, looked up): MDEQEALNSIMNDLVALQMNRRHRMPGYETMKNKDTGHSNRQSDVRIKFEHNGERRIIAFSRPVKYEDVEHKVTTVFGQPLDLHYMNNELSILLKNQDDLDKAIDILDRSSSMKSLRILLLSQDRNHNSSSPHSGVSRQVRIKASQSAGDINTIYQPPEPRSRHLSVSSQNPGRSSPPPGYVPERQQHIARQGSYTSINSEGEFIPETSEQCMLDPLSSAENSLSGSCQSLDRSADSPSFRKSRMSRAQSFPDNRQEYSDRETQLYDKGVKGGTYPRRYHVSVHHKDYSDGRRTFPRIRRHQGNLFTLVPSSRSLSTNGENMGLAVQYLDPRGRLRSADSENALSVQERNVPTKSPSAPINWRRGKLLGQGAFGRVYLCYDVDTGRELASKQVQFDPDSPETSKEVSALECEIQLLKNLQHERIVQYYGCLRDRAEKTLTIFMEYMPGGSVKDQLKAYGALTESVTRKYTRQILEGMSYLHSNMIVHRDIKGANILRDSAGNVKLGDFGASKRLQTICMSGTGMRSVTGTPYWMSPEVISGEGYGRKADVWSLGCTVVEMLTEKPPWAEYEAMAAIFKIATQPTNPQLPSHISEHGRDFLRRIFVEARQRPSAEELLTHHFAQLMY
IDE act – activators of human insulin-degrading enzyme in cells; P14735; activation, % at 5.96 µM; HEK cells, FAbeta-B cleavage, fluorescence polarization; 0% vehicle, 100% cell-free pure enzyme wells; AID 493087; 0.073% of 340,000 active;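 active means activation above the mean of all tested compounds plus 3 SD, set per screening campaign, cut at about 17% in these data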
PHOSPHO1 block – inhibitors of human PHOSPHO1 phosphatase; Q8TCT1; recombinant PHOSPHO1, absorbance phosphatase assay; inhibition, % at 13.3 µM; 1.1% of 290,000 active; AID 1565; in the data active means inhibition above about 60%
Target sequence (Q8TCT1 whole entry, looked up): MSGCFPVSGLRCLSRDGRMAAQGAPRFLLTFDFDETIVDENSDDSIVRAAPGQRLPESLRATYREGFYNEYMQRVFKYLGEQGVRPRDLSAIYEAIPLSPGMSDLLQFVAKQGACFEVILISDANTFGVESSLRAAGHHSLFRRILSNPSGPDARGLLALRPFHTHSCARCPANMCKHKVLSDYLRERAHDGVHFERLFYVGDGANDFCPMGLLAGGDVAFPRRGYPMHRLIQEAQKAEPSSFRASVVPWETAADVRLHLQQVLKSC
VIM-2 inh – inhibitors of Pseudomonas aeruginosa VIM-2 metallo-beta-lactamase; inhibition, % at 5.6 µM; 0.89% of 290,000 active; purified VIM-2, nitrocefin hydrolysis, epi-absorbance fluorescence; AID 1527;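 active means inhibition above the mean of all tested compounds plus 3 SD, cutoff set per screening run, cut at about 7.5% in these data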;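 further: red hydrolysis product quenches plate fluorescence so inhibitors raise well fluorescence; 0% = enzyme with DMSO and 100% = DMSO without enzyme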
IMP-1 inh – inhibitors of Pseudomonas aeruginosa IMP-1 metallo-beta-lactamase; purified IMP-1, nitrocefin hydrolysis, epi-absorbance fluorescence; inhibition, % at 5.6 µM; 0.45% of 290,000 active;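 active means inhibition above the mean plus 3 SD of all compounds in the same screening run, cut at about 4.5% in these data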;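 further: 0% = IMP-1 with DMSO and 100% = DMSO wells lacking enzyme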
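system = purified recombinant IMP-1 beta-lactamase | amount = 0.2 nM IMP-1, as dispensed | medium = HEPES buffer pH 7.1 with ZnSO4 and Brij 35 | times = 25 °C, 15 min preincubation, 25 min reaction | detection = plate fluorescence quenching by hydrolysis product, ex 480/em 530 nm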
SUMO HTRF inh – SUMOylation inhibition; HTRF SUMOylation assay, SAE1/SAE2 + UBC9, in vitro; inhibition, % at 35 µM; 0.36% of 290,000 active; AID 2006; in the data active means inhibition above about 50%, passing the limit was not always enough; further: strong numbers were not always called active
Target sequence (P63279 whole entry, looked up): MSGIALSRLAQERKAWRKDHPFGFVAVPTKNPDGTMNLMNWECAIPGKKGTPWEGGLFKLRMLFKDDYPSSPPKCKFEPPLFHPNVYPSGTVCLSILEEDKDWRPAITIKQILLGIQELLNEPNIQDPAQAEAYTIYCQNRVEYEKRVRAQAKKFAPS
FID counter – fluorescent intercalator displacement, NS3 helicase counter-screen | DNA fluorescent intercalator displacement, fluorescence | inhibition, % at 7.9 µM | 0.17% of 290,000 active | AID 1845; in the data active means inhibition above about 37%;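 further: 0% = vehicle and 100% = reference compound; higher means more ethidium bromide displaced from hairpin DNA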
* hit, by the source's call; x = not tested or not shown.

SMILES	p-CIP stab down	HCV NS3 hel inh	MEKK3 PB1 HTS	IDE act	PHOSPHO1 block	VIM-2 inh	IMP-1 inh	SUMO HTRF inh	FID counter
COC(=O)c1cn(C)c2ccc(S(=O)(=O)N3CCOCC3)cc2c1=O	-4	3	99	5	23	-1.9	-3.4	21	12
COCCn1c(N)c(N(Cc2ccccc2)C(=O)C2CCCC2)c(=O)[nH]c1=O	-2	-1	110	11	-8	-0.5	-1.9	4	-12
Cc1c(C(=O)NCc2cccnc2)oc2ccc(S(=O)(=O)N3CCCCC3)cc12	4	-8	109	1	8	-1.4	-3.1	-1	-17
Clc1cccc(NCc2nnc3n2CCCCC3)c1	8	-2	94	3	-5	1.2	-1.4	-20	1
CCOc1ccc(-c2ccc(SCC(=O)Nc3nnc(C)s3)nn2)cc1	1	-10	84	0	-3	2.4	0.0	8	-7
CCN(CCCNC(=O)C1c2ccccc2C(=O)N(CCOC)C1c1ccc(F)cc1)Cc1ccccc1 (stereo unspecified)	-1	-15	84	7	20	-0.5	-2.4	1	9
C/C(=N\Nc1ncc(Br)cn1)c1cccc([N+](=O)[O-])c1	8	8	100	3	14	-1.2	-2.1	-2	-5
Cc1c(C(=O)O)oc2ccc(S(=O)(=O)NCCC3=CCCCC3)cc12	-1	-2	110	-1	11	0.3	-2.6	10	-21
O=C(C1=C[C@H](c2ccc3c(c2)OCO3)C[C@H](OCc2ccc(CO)cc2)O1)N1CCCCCCC1	23	-2	74	6	4	1.9	2.8	-8	-42
COCc1nnc(SCC(=O)NCc2ccccc2)n1-c1ccccc1	-17	0	98	-1	-7	-4.9	0.9	-7	-12
COCCCNC(=O)CN(CCc1ccccc1)S(=O)(=O)c1ccc(OC)cc1	-6	0	98	2	10	0.7	-1.2	0	-33
O=C(N/C=C/n1cnc2cc(C(F)(F)F)ccc21)c1ccccc1	-12	8	99	-1	9	-2.1	-2.9	6	-3
S=C(NCc1ccccc1)Nc1ccc2ccccc2c1	-21	17	101	5	42	-4.8	-0.8	-4	-12
CCCCCCn1c(CN2CCN(C(=O)OCC)CC2)nc2c1c(=O)n(C)c(=O)n2C	x	0	92	4	x	-0.5	-0.6	x	-13
Cc1ccc(-c2nc(CSCC(=O)NCc3cccnc3)c(C)o2)cc1	11	0	100	3	36	-3.2	-2.8	0	-24
N=C(N)SCc1ccc(Cl)cc1Cl	2	-11	104	3	-5	-2.7	0.2	12	5
NS(=O)(=O)c1ccc(CCNC(=O)CN2CCCCCC2)cc1	-4	-4	102	2	17	-4.1	-2.9	16	-3
CCCCNC(=S)NNC(=O)c1csc2c1CCC(C)C2 (stereo unspecified)	6	4	103	-6	-118	-5.2	-2.8	-39	-14
O=c1[nH]cnc2sc3c(c12)CN(Cc1ccccc1)CC3	0	0	101	5	33	-0.7	-2.7	7	-1
COc1ccccc1N1C(=O)C2C3C=CC(CC3)C2C1=O (stereo unspecified)	2	-3	104	2	51	-0.2	0.5	17	-4
O=C(CSc1nnc2scc(-c3ccccc3)n12)N1CCCc2ccccc21	-7	5	105	0	-51	-0.7	-1.4	11	-20
COC(=O)COc1coc(CN2CCN(c3cccc(Cl)c3)CC2)cc1=O	-5	0	102	-2	36	0.1	-1.2	10	-20
COc1ccccc1NC(=O)c1ccc([N+](=O)[O-])cc1[N+](=O)[O-]	-3	11	104	-3	-8	-2.1	-1.8	0	2
CCOC(=O)C1CCN(Cc2cc(=O)oc3c(C)c(C)ccc23)CC1	-5	-4	94	0	19	1.4	-1.2	4	-29
CCOc1ccccc1C1CC(c2ccccc2)Nc2nc(N)nn21 (stereo unspecified)	11	-1	96	-3	-4	-2.9	-4.2	-9	-20

Rewritten with values under each structure: four of the compounds above
Values run as follows: p-CIP stab down, HCV NS3 hel inh, MEKK3 PB1 HTS, IDE act, PHOSPHO1 block, VIM-2 inh, IMP-1 inh, SUMO HTRF inh, FID counter
- COCc1nnc(SCC(=O)NCc2ccccc2)n1-c1ccccc1
 : -17, 0, 98, -1, -7, -4.9, 0.9, -7, -12
- CCOc1ccccc1C1CC(c2ccccc2)Nc2nc(N)nn21 (stereo unspecified)
 : 11, -1, 96, -3, -4, -2.9, -4.2, -9, -20
- COCCn1c(N)c(N(Cc2ccccc2)C(=O)C2CCCC2)c(=O)[nH]c1=O
 : -2, -1, 110, 11, -8, -0.5, -1.9, 4, -12
- COCCCNC(=O)CN(CCc1ccccc1)S(=O)(=O)c1ccc(OC)cc1
 : -6, 0, 98, 2, 10, 0.7, -1.2, 0, -33

Next entries:
SMILES	p-CIP stab down	HCV NS3 hel inh	MEKK3 PB1 HTS	IDE act	PHOSPHO1 block	VIM-2 inh	IMP-1 inh	SUMO HTRF inh	FID counter
Cc1csc(NC(=O)/C=C/c2ccco2)n1	-11	8	106	-2	-6	-0.8	-2.8	16	-4
O=C(Nc1sc2c(c1C(=O)NC1CCCCC1)CCC2)c1ccco1	-8	1	99	7	-12	-3.4	-2.8	24	-4
O=C(CCS(=O)(=O)c1cccc2nonc12)NCCc1ccccc1	-8	6	106	0	-14	-0.4	-1.0	17	5
Cn1c(=O)c2ccccc2n2c(=S)[nH]nc12	-10	6	103	-4	-109	1.8	-3.8	-8	-8
Cc1ccc(OCc2nnc(SCC(N)=O)n2N)cc1	1	8	99	3	25	-2.9	-3.0	17	-3
c1ccc(Nc2nc(-c3ccccn3)cs2)cc1	1	9	112	1	43	-0.2	-3.0	0	-8
CN(C)c1cc(-c2ccc(Br)cc2)oc(=O)c1Cl	0	3	98	x	12	4.0	-2.1	12	-13
O=C(Nc1ccc2nc(-c3cccnc3)[nH]c2c1)C12CC3CC(CC(C3)C1)C2	-6	1	112	-8	-4	-3.1	-1.2	9	-17
CCCn1[nH]cc(SC)c(=O)c1=O	-14	0	93	1	-3	-2.5	-2.0	9	3
COc1ccc(-n2cc(C(=O)O)c3ccccc3c2=O)cc1	4	-1	105	5	7	-2.0	0.3	18	0
O=C(c1cc2c(s1)-c1ccccc1OC2)N1CCN(c2ccccn2)CC1	-5	-8	95	-8	-9	-0.6	-3.4	12	-10
COc1ccccc1OC(=O)c1ccc(S(=O)(=O)N(C)C)cc1	-18	-8	105	2	9	-1.0	1.1	13	-7
Cc1cc2cc(CN(Cc3ccc4c(c3)OCO4)C(=O)c3cnccn3)c3nnnn3c2cc1C	-12	-4	113	3	0	1.0	-2.0	0	0
Cc1c(C#N)c(NC(=O)C(C)C)n(Cc2ccccc2)c1C	-9	-3	97	5	-26	-1.0	-1.5	-6	-5
O=C(Cc1ccccc1[N+](=O)[O-])NCCCN1CCOCC1	3	-3	107	-1	4	-2.9	-3.4	-4	-2
CCc1ccc2oc(=O)cc(CN3CCN(Cc4ccccc4)CC3)c2c1	-4	4	103	-3	33	-1.6	-1.3	-2	2
Cc1ccc(NC(=O)c2cc(S(=O)(=O)N3CCOCC3)cn2C)cc1Cl	-3	-21	103	-4	28	0.7	-1.4	7	-29
COc1cccc(C2c3[nH]c4ccccc4c3C[C@H]3C(=O)N(c4ccccc4C(=O)N4CCCC4C(=O)O)C(=O)N23)c1 (stereo partly specified)	-2	21	99	1	39	1.1	1.0	-8	-28
O=C(Cn1cnc2ccccc2c1=O)Nc1ccc2c(c1)CCC2	-12	3	98	-4	-34	-3.7	-1.9	24	1
COC(=O)c1ccc(Oc2nc(Nc3ccc(C)c(C)c3)nc(N(C)C)n2)cc1	2	3	105	-4	-1	-3.4	-4.3	-12	-6
CCOc1ccc(S(=O)(=O)N(C)c2ccc(OCC(=O)NCc3ccco3)cc2)cc1	3	-6	102	-4	-2	-1.5	1.2	5	-31
Cc1cc(NCc2ccccc2)nc2ccccc12	-10	-13	99	-5	6	0.1	-1.1	4	8
CC(=O)Nc1ccc2c(c1)N(C(C)=O)c1ccccc1CC2	-7	-1	92	5	3	-4.7	-3.5	0	5
c1ccc2c(c1)ncn2CCCOc1ccc2c(c1)CCC2	-17	-2	92	-4	11	-11	-5.0	16	-7
COC(=O)c1c(NC(=O)CSc2nnc(-c3cccnc3)n2Cc2ccco2)sc(C)c1C	11	-1	99	-3	31	0.2	-0.8	11	-13

Other compounds follow:
SMILES	p-CIP stab down	HCV NS3 hel inh	MEKK3 PB1 HTS	IDE act	PHOSPHO1 block	VIM-2 inh	IMP-1 inh	SUMO HTRF inh	FID counter
O=C1CN(C(=O)c2ccccc2F)c2ccccc2N1	-9	5	101	1	29	-3.6	-1.2	7	-2
O=[N+]([O-])c1ccccc1Nc1ccccc1	-6	-4	102	-1	28	-1.7	-1.8	20	3
Cc1ccc(S(=O)(=O)Nc2ccc3ccccc3n2)cc1	5	-5	89	x	3	-0.9	1.2	11	-12
CCCCn1c(-c2cccc(Br)c2)nc2cc3[nH]c(=O)c(C(C)C)nc3cc21	2	-8	96	1	-2	-1.9	-2.9	20	-36
NC(=O)c1cn(-c2ccccc2)nc1-c1cccnc1	-1	8	96	-2	7	-3.9	-0.4	23	-3
COC(=O)[C@H](CCSC)NC(=O)Nc1ccc(S(N)(=O)=O)cc1	-6	-8	100	10	34	-0.2	-2.1	9	0
COc1ccccc1N(CC(=O)N1CCCCCC1)S(=O)(=O)c1ccc(C)cc1	-3	12	98	-3	56	-3.1	-0.2	7	-45
O=C1NC2CCCCC2NC1CC(=O)N1CCN(c2ccccc2)CC1 (stereo unspecified)	x	2	x	x	x	-3.3	-3.2	x	-8
COCCCNc1ncnc2c1nc1n2CCCC1	-7	8	100	-1	14	-0.3	-1.3	13	-6
Cc1csc(NC(=O)C2CCCCC2C(=O)O)n1 (stereo unspecified)	-4	6	97	8	-13	-0.2	-1.2	-8	4
CCOC(=O)c1ccc(CN2Cc3ccccc3C2=O)cc1	2	1	108	2	27	-4.1	0.4	2	-20
O=C(CCc1ccccc1)NCC1OCCc2ccccc21 (stereo unspecified)	-3	4	103	0	47	-2.4	-3.1	0	-10
CCn1c(=O)c2cc(C(=O)NCc3cccs3)sc2c2ccccc21	-11	-1	118	0	-16	-0.8	-1.1	6	1
Cc1ccc(S(=O)(=O)NCCc2nnc3ccc(NCCCOC(C)C)nn23)cc1	2	10	107	6	46	-2.7	-4.0	-1	-29
C/C(=N/NC(=O)CNC(=O)/C=C/c1ccccc1)c1ccco1	-2	-7	95	3	23	-1.1	-2.9	13	-7
COc1ccc(CCNC(=O)CN(c2ccccc2OC)S(C)(=O)=O)cc1OC	1	6	99	-1	2	-4.9	-3.5	7	-13
O/N=C(\Cc1cscn1)c1ccc(O)cc1O	-6	2	80	0	-42	-2.0	-5.0	-4	1
CCN1CCC(N2CCN(c3ccc(F)cc3)CC2)CC1	4	-9	105	4	44	-1.4	-3.6	0	2
CC(=O)Nc1ccc(S(=O)(=O)NCCc2csc(-c3cccnc3)n2)cc1	-14	-3	106	3	27	-1.1	-0.2	13	0
O=C(Nc1ccc(Cl)cc1)Nc1ccccc1NS(=O)(=O)c1cccs1	-4	-12	97	-1	1	-1.5	-0.8	1	2
Cc1ccnc(NC(=S)N2CCN(c3cccc(C(F)(F)F)c3)CC2)c1	-4	0	100	-7	-149	-3.4	-2.2	21	-19
COc1ccc(S(=O)(=O)N(C)c2ccc(C(=O)NCc3ccco3)cc2)cc1OC	-4	5	103	6	43	-1.7	-1.6	20	-24
CCC(C)(C)n1nnnc1C(c1cc(OC)ccc1OC)N1CCC(C(N)=O)CC1 (stereo unspecified)	2	-2	84	6	6	-1.3	-2.4	-6	-22

Screening data: PubChem BioAssay, several laboratories

Only part of the results is shown; rates above refer to the full screens.
